Compound activity deposited in PubChem BioAssay by Broad Institute.
DENV2 CPE rescue – inhibitors of DENV2 cytopathic effect; DENV2-infected cells, cytopathic effect rescue, plate reader; CPE inhibition, % at 9.99 µM; actives 1.7% (n = 350,000); in the data active = CPE inhibition above about 20%, passing the limit was not always enough; inconclusive = no clear call, values can overlap the other calls; tested in BHK-21 cells;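 note: 0% = median of neutral control wells and 100% = median of positive control wells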
C2C12 statin – suppressors of simvastatin-induced myotoxicity in C2C12 myotubes; ATP luminescence, 48 h; scaled: DMSO 0, geranylgeraniol control 100; rescue of ATP level, % at 7.49 µM; actives 0.78% (n = 330,000);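 active = mean ATP rescue above about 67%, or every replicate alone reaching that limit, limit read from the data, passing the limit was not always enough; inconclusive = no clear call, values can overlap the other calls; inactive = mean under the limit and some replicate under it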;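 note: myotubes were challenged with 10 µM simvastatin during compound exposure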
E-selectin induc – E-selectin induction on HUVECs | HUVEC E-selectin immunofluorescence imaging; normalized: neutral wells 0, TNF-alpha wells 100 | activation, % at 7.58 µM | actives 0.37% (n = 260,000) | AID 686992;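 active = mean E-selectin-positive cell signal at least 10% of the positive control, reached in at least 60% of replicates, without over 20% cell loss; inconclusive = no rule given, readout overlaps actives, possibly toxicity-flagged; inactive = the rest, including those meeting only one limit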;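 note: in these data hits start at about 27%; measured in HUVEC primary endothelial cells; signal is the percent of cells scored E-selectin positive by PE staining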
Target sequence (P16581 whole entry, looked up): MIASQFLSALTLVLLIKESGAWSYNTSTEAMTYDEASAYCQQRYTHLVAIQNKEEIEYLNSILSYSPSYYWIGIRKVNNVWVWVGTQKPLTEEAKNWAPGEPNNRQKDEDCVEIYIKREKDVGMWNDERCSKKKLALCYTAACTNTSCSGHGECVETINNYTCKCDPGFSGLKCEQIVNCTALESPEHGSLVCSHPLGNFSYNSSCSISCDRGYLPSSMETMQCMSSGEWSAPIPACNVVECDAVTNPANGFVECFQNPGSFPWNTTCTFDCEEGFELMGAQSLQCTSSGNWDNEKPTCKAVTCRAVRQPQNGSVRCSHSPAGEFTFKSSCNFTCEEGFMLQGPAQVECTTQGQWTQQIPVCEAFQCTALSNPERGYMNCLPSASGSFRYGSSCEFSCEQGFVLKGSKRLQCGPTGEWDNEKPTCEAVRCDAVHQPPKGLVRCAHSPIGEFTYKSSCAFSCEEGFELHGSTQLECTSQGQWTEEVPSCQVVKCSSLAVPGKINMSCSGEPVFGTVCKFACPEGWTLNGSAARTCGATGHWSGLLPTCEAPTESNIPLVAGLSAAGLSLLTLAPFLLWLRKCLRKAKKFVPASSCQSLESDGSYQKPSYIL
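Test system: HUVEC | Signal: Immunofluorescence imaging | Read-out: Percent E-selectin-positive cells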
ERp5 block – blocks human ERp5 reductase activity on insulin. Q15084. ERp5 insulin aggregation, absorbance 650 nm, 90 min. inhibition, % at 9.99 µM. actives 0.05% (n = 350,000). AID 651711;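 active = mean replicate inhibition above about 25%, with every replicate also reaching it, limit read from the data, passing the limit was not always enough; inconclusive = only one of those two criteria met; inactive = neither criterion met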
Target sequence (Q15084 whole entry, looked up): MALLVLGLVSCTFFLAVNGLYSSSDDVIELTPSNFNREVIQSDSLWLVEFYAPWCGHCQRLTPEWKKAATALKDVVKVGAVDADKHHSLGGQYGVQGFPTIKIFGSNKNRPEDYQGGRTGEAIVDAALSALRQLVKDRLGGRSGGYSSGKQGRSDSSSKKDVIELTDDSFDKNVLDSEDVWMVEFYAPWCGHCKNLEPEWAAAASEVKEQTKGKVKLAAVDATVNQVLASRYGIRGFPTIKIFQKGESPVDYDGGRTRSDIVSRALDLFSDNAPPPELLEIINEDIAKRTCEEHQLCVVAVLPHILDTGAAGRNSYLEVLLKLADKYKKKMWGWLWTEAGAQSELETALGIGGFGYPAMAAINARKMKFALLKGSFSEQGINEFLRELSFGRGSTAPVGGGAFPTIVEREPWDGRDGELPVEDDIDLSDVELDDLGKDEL
SIRT5 inh – inhibitors of human sirtuin-5 desuccinylase. Purified SirT5, succinyl-peptide AMC, trypsin-coupled fluorescence. inhibition, % at 15 µM. actives 1.1% (n = 330,000). AID 652115; in the data active = inhibition above about 15%; inconclusive = no clear call, values can overlap the other calls
PglD inh – blocks C. jejuni PglD acetyltransferase activity; purified PglD enzyme, DTNB colorimetric CoA detection; inhibition, % at 12.5 µM; actives 0.098% (n = 360,000); AID 602405; in the data active = inhibition above about 16%, passing the limit was not always enough; inconclusive = no clear call, values can overlap the other calls; note: strong numbers were not always called active
S100A4 inh HTS – inhibitors of human S100A4 binding to myosin IIA peptide; P26447; S100A4/TAMRA-MyoIIA peptide fluorescence polarization; inhibition, % at 10.7 µM; actives 0.14% (n = 360,000); AID 652163;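 active = mean inhibition of at least 70% across replicates, with every replicate also reaching that level; inconclusive = mean inhibition reaches 70% but some replicates fall short; inactive = mean inhibition below 70%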
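Material: human S100A4 monomer with TAMRA-labelled myosin IIA peptide; buffer or medium: HEPES pH 7.2 with CaCl2, KCl, NaCl, DTT, Triton; compound dosing: one concentration per compound; schedule: 5 min incubation before reading; benchmarks: neutral control DMSO, positive control TFP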
* marks the source's active call; other numbers are inactive results; ? = inconclusive; nt = not tested or not shown; & = joins results of further samples. This is a subset; rates above refer to the full screens.

SMILES | DENV2 CPE rescue | C2C12 statin | E-selectin induc | ERp5 block | SIRT5 inh | PglD inh | S100A4 inh HTS
Cc1ccc(NC(=O)NC2CCCCCCC2)c(C)c1 | 19 | -39 | nt | 1 | -1 | -1 | -3
Cc1noc(C)c1S(=O)(=O)N(C)C[C@H]1Oc2ccc(NS(=O)(=O)c3ccccc3)cc2CC(=O)N([C@H](C)CO)C[C@@H]1C | 14 | 1 | -0.7 | -7 | 0 | -4 | -8
CCNC(=S)Nc1cccc(F)c1C | nt | nt | nt | -7 | -7 | nt | -2
CCCCn1c(=O)c2ccccc2n2c(=S)[nH]nc12 | 2 | 2 | 0.2 | 2 | -11 | nt | 16
Cc1cc(F)ccc1NC(=O)C1CSC2(C)CCC(=O)N12 (centres undefined) | -1 | -5 | nt | -4 | 18* | -3 | -2
CC(C)c1ccc(S(=O)(=O)N2CCN(C(=O)CN3C(=O)NC4(CCCC4)C3=O)CC2)cc1 | 13 | nt | -0.2 | -9 | 1 | -3 | -12
Cc1nc2cc[nH]n2c(=O)c1CCc1ccccc1 | -14 | nt | 0.0 | 4 | nt | nt | -2
Cc1cc(-n2c(C)cc(C(=O)CSc3ccccn3)c2C)no1 | 2 | -2 | -0.3 | -1 | 7 | -4 | -2
CC1CCCCC1NC(=O)CN1CCC(O)(c2ccc3c(c2)OCO3)CC1 (centres undefined) | 4 | nt | 1.0 | 0 | nt | nt | -6
CC(C)(C)c1ccc(NC(=O)c2c(F)cccc2Cl)cc1 | 2 | -25 | nt | -1 | -5 | 4 | -2
Cc1noc(C)c1C(=O)OCC(=O)Nc1ncc(Cl)c(C)c1Cl | 1 | 1 | nt | -5 | nt | 8 | 2
C=CCn1cnnc1SCC(=O)NCC1COc2ccccc2O1 (centres undefined) | 1 | 3 | nt | -2 | -3 | -2 | -1
Cc1ccc(N(CC(=O)NCCSCc2ccco2)S(=O)(=O)c2ccc(F)cc2)cc1 | -4 | nt | nt | 3 | -4 | nt | -4
CO[C@H](CN(C)S(=O)(=O)c1ccc(Cl)cc1)[C@H](C)CN(C(=O)Nc1ccccc1F)[C@H](C)CO | -4 | -2 | -0.1 | 4 | -1 | 1 | -11
O=C(CCCCCNC(=O)c1ccccc1)N/N=C/c1ccc(F)cc1 | 7 | 4 | 3.8 | -3 | 0 | -5 | 1
COCC#Cc1ccc([C@@H]2[C@@H](CO)N3C(=O)CN(C(=O)Nc4ccccc4F)C[C@@H]23)cc1 | 0 | nt | 0.1 | -5 | 2 | nt | -2
COc1ccc(CNC(=O)C2CC(=O)N(C3CCCCC3)C2)cc1 (centres undefined) | 1 | -11 | 0.0 | -1 | -2 | -2 | 2
C[C@@H]1CCCCO[C@@H](CN(C)C(=O)CCC(F)(F)F)[C@H](C)CN([C@@H](C)CO)C(=O)c2cc(NC(=O)C3CCCCC3)ccc2O1 | 7 | nt | 0.1 | 10 | 0 | 3 | 4
OC[C@@H]1[C@@H](c2ccc(-c3cccnc3)cc2)[C@@H]2CN(Cc3ccccn3)CCCCN12 | 3 | 30 | 0.0 | 1 | -2 | 8 | -12
CN1C(=O)c2cc(NC(=O)c3cscn3)ccc2OC[C@H]2O[C@@H](CC(=O)N3CCCCC3)CC[C@H]21 | 4 | -5 | 0.0 | 0 | -1 | 1 | 4
CO[C@H]1CN(C)C(=O)c2ccc(NC(=O)NC(C)C)cc2OC[C@H](C)N(C(=O)NC(C)C)C[C@H]1C | -7 | -12 | 0.2 | -5 | -4 | 1 | 52
Cc1sc2ncnc(N3CCC(C(=O)Nc4ccc(OC(F)F)c(Cl)c4)CC3)c2c1C | 5 | 4 | nt | 3 | -3 | 4 | 2
O=C1N[C@@H](Cc2c[nH]c3ccccc23)COC(=O)[C@H](Cc2ccc(F)cc2)C/C=C\C[C@H]1CC(=O)N(CCO)Cc1ccccc1 | 1 | -33 | -0.1 | -2 | nt | 5 | -8
CCCNC(=O)Nc1ccc2c(c1)C(=O)N(C)C[C@H](OC)[C@H](C)CN(S(C)(=O)=O)[C@@H](C)CO2 | -4 | nt | -0.1 | 3 | 4 | nt | -1
CCC(=O)N1C[C@H](C)[C@H](OC)CN(C)C(=O)c2cc(NC(=O)NC(C)C)ccc2OC[C@H]1C | -5 | 17 | 0.6 | 2 | -2 | -3 | 0
O=C(COC(=O)c1cccs1)c1ccc2c(c1)OCCO2 | 0 | 2 | nt | 2 | -2 | -6 | -3
COc1cc(OC)c(C2=NOC(C(=O)Nc3ccc4c(c3)OCO4)C2)cc1Cl (centres undefined) | -3 | nt | nt | 3 | 1 | nt | -2
CCCn1nnnc1COc1ccc(C(N)=O)cc1 | 1 | -1 | 0.0 | 1 | -3 | 1 | -6
CCC(C)Sc1cc(-c2nc3cc(C)ccn3c2NC2CCCCC2)ccc1OC (centres undefined) | 0 | -5 | ? | -3&-2 | -1 | -4 | -17&-18
COCCCN1C(=O)/C(=C\c2cccs2)C(C(=O)OC)=C1C | 4 | nt | 3.9 | -2 | -2 | -11 | -2
CCOC(=O)C1CCCN(S(=O)(=O)c2c(C(=O)N3CCCCC3)c(C)n(C)c2C)C1 (centres undefined) | 10 | 17 | nt | -1 | -2 | -1 | -4
COc1ccc(C)cc1NC(=O)C(NCC(O)c1ccccc1)c1ccccc1 (centres undefined) | 2 | -4 | 52* | 3 | -1 | 3 | 8
Cc1cccc(-[n+]2c(-c3cccc(Br)c3)[nH]c3nc4ccccc4nc32)c1 | -2 | nt | 0.0 | 3 | 3 | 4 | -1
O=C(Cc1cc(=O)[nH]c(=O)[nH]1)N1CCC(Cc2ccccc2)CC1 | -3 | 1 | -0.6 | 5 | -1 | -2 | 3
CN(C)c1cc(-c2ccc(Cl)cc2)oc(=O)c1Cl | -4 | nt | nt | 2 | nt | nt | 7
Cc1cc(C)c2sc(NC(=O)C3CC3)nc2c1 | 0 | -4 | 0.8 | 9 | -2 | -2 | 4
CCN(CC)CCN(C)C(=O)CCc1nnc(-c2ccc(C)s2)o1 | -6 | 2 | -0.7 | 9 | 5 | -1 | 0
COc1ccc2[nH]c(C(=O)O)c(CCN3C(=O)c4ccc(C(=O)O)cc4C3=O)c2c1 | -2 | 10 | 0.4 | -2 | 1 | 2 | 1
C[C@@H]1CN([C@@H](C)CO)C(=O)c2cc(NC(=O)CCN3CCOCC3)ccc2O[C@@H]1CN(C)Cc1ccccc1 | 7 | -7 | 0.1 | 4 | 1 | -3 | 1
C[C@H]1CCCCO[C@@H](CN(C)Cc2ccncc2)[C@@H](C)CN([C@@H](C)CO)C(=O)c2cc(NC(=O)Nc3ccc4c(c3)OCO4)ccc2O1 | -2 | nt | 0.1 | 5 | -1 | 6 | 6
CCNC(=O)C1(C)CCN(Cc2ccc(C#N)cc2)C1 (centres undefined) | ? | 32 | 1.0 | 0 | nt | nt | -19
CN(C)C(=O)c1ccc(-c2ccccc2[C@@H]2[C@@H](CO)N(C(=O)C3CCC3)[C@H]2C#N)cc1 | 17 | nt | 0.0 | 0 | 0 | nt | 9
C[C@@H]1CN([C@H](C)CO)C(=O)Cc2cc(NC(=O)Nc3ccc(C(F)(F)F)cc3)ccc2O[C@@H]1CN(C)Cc1ccc(Cl)c(Cl)c1 | -1 | -65 | 6.3 | 5 | -1 | 0 | 2
O=C(c1ccccc1)N1CC(=O)N2[C@@H](CO)[C@@H](c3ccc(C#CCC4CCCC4)cc3)[C@@H]2C1 | 13 | nt | 0.0 | 4 | 1 | nt | -9
COc1ccc(CN2[C@@H](CC(=O)O)c3ccc(C(F)(F)F)cc3S2(=O)=O)cc1 | nt | nt | 0.0 | 8 | nt | nt | 14
CCN(c1ccccc1)S(=O)(=O)c1cccc(C(=O)OCC(=O)c2c(N)n(C)c(=O)n(C)c2=O)c1 | 3 | 4 | 3.0 | 3 | 5 | -4 | -4
CC1CC(C)CN(C(=O)COC(=O)COc2ccc(C#N)cc2)C1 (centres undefined) | -3 | 3 | -0.2 | -2 | -4 | -2 | -7
Cc1ccc(/C=C/C(=O)N2CCN(S(=O)(=O)c3c(C)c(C)cc(C)c3C)CC2)o1 | nt | nt | nt | -1 | 0 | nt | -5
CC1Cc2nc(SCC(=O)NCc3ccccc3)n(Cc3ccccc3)c(=O)c2S1 (centres undefined) | 2 | 0 | nt | 3 | -6 | 2 | -3
C[C@@H]1CCCCO[C@H](CN(C)S(=O)(=O)c2cccs2)[C@@H](C)CN([C@H](C)CO)C(=O)c2cc(NC(=O)CCC(F)(F)F)ccc2O1 | -1 | nt | 0.0 | -13 | -3 | 3 | -5
COc1ccc(NC(=S)NCCc2ccc(S(N)(=O)=O)cc2)c(OC)c1 | 2 | 4 | nt | 0 | 10 | nt | -3
O=[N+]([O-])c1ccc(-c2cn(-c3ccc(Cl)cc3)cn2)cc1 | ? | nt | -0.2 | -2 | nt | nt | -3
NC(=O)C1CCN(C(=O)CCC(=O)c2cccs2)CC1 | 4 | -1 | -0.4 | 6 | 0 | 2 | -5
COc1ccc(CC(=O)OCC(=O)NC2CCCCCC2)cc1OC | -7 | 8 | -0.1 | -3 | 4 | 0 | -1
COc1ccc(OCCCC(=O)OCC(=O)c2ccc3c(c2)NC(=O)CO3)cc1 | 3 | nt | 2.5 | 2 | 1 | nt | 2
COc1ccccc1S(=O)(=O)N(C)C[C@@H]1OCc2cn(nn2)CCCC(=O)N([C@H](C)CO)C[C@@H]1C | 14 | 12 | -0.2 | -1 | -6 | 1 | 17
CCCSc1nc2ccsc2c(=O)n1CC | -4 | 8 | nt | 4 | -3 | nt | -4
COc1ccccc1C(=O)N/N=C(\C)CC(=O)Nc1ccc(Nc2ccccc2)cc1 | 4 | -10 | nt | 2 | -3 | 2 | -2
CN(C(=O)CSc1nc2ccccc2c(=O)n1-c1ccc(F)cc1F)C1CCS(=O)(=O)C1 (centres undefined) | ? | 4 | -0.7 | 2 | 1 | 0 | 24
O=C(CN1CCCCC1)c1c[nH]c2ccccc12 | -1 | 0 | nt | -13 | -8 | 6 | 2

Reformatted with two lines to a compound: entries from further up
Order of values: DENV2 CPE rescue	C2C12 statin	E-selectin induc	ERp5 block	SIRT5 inh	PglD inh	S100A4 inh HTS
> Cc1nc2cc[nH]n2c(=O)c1CCc1ccccc1
 : -14	nt	0.0	4	nt	nt	-2
> COc1ccccc1C(=O)N/N=C(\C)CC(=O)Nc1ccc(Nc2ccccc2)cc1
 : 4	-10	nt	2	-3	2	-2
> NC(=O)C1CCN(C(=O)CCC(=O)c2cccs2)CC1
 : 4	-1	-0.4	6	0	2	-5

Further structures:
SMILES | DENV2 CPE rescue | C2C12 statin | E-selectin induc | ERp5 block | SIRT5 inh | PglD inh | S100A4 inh HTS
COc1ccc(-n2cc(-c3ccccc3)[nH]c2=S)c(OC)c1 | 1 | -33 | nt | 0 | -3 | 3 | -8
COC(=O)C[C@@H]1C[C@H]2c3cc(NC(=O)Cc4ccncc4)ccc3O[C@H]2[C@H](CO)O1 | 8 | 4 | -0.1 | -6 | 15* | 2 | 5
COc1ccc2c3c(n(C)c2c1)[C@H](CO)N(C)CC31CCN(C(=O)c2cccnc2)CC1 | -6 | nt | 0.0 | -3 | 1 | nt | 1
COc1ccc(-c2nc(CS(=O)CC(=O)N3CCOCC3)c(C)o2)cc1OC (centres undefined) | -4 | -11 | nt | 2 | -5 | -2 | -4
CCCCOc1ccc(C(=O)N=c2sccn2C)cc1OC | -7 | -5 | 0.1 | -1 | 6 | -4 | 3
OCCNCCCCOc1ccc(F)cc1 | -2 | 27 | nt | 4 | -5 | -1 | -2
O=C(c1ccc(Cl)c(Cl)c1)N1CCN(Cc2ccc3c(c2)OCO3)CC1 | -8 | 19 | nt | -5 | -1 | 4 | -2
Cn1c(=O)c2ccccc2n(CC(=O)N2CCCc3ccccc32)c1=O | -1 | 1 | 0.5 | 1 | -1 | 8 | -2
Cc1ccc(C(=O)CCc2ccc(N)cc2)cc1 | 9 | 8 | 0.5 | -1 | 2 | 6 | -2
